Compound activity from PubChem.
GlmU inhibition: inhibition of mycobacterial GlmU enzyme – biochemical, glucosamine-1-phosphate acetyltransferase (AID 1376). M. tuberculosis GlmU acetyltransferase enzyme assay; higher % means a stronger effect. one-dose inhibition, %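 (tested at 30 µM in the primary screen)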; IC50 in µM for titrated hits. 0.25% of 220,000 active; in the data active means inhibition above about 13%; inconclusive means no clear call, values can overlap the other calls;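 further: 0% = complete reaction with vehicle and 100% = reaction without substrate; strong numbers were not always called active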
Mtb RmlCD inh: M. tuberculosis RmlC/RmlD inhibition. P9WH09+P9WH11. RmlC+RmlD coupled enzyme assay, percent inhibition; primary screen in compound mixtures. inhibition, % at 3.6 µM. 0.03% of 160,000 active; in the data active means inhibition mostly above about 34%, no sharp cut-off; inconclusive means no clear call, values can overlap the other calls; inactive means mostly below about 22%; further: some results filed as inactive read as strong as hits
Target sequence (P9WH09 whole entry, looked up): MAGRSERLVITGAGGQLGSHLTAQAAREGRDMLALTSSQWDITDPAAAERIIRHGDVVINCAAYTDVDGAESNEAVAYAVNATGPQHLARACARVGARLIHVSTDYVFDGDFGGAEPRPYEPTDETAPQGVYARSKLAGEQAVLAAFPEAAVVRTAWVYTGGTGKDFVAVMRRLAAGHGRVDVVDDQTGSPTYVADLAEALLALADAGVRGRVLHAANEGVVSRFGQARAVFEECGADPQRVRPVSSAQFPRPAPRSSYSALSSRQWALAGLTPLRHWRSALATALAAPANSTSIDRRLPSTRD
Target sequence (P9WH11 whole entry, looked up): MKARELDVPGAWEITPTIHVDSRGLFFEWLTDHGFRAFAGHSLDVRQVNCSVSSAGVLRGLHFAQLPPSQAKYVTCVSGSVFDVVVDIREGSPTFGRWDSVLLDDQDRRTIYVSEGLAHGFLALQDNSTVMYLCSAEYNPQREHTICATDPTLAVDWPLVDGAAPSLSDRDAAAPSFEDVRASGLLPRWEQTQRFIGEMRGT
Active calls of the source: *; ? = inconclusive; nt = not tested or not shown.

SMILES | GlmU inhibition | Mtb RmlCD inh
O=C(O)Cn1c(SCc2ccccc2)nc2ccccc21 | 0.8% | nt
O=C(O)c1ccccc1NS(=O)(=O)c1cccc2cccnc12 | 6.4% | ?
CCCCOCCCNC(=O)c1ccc([N+](=O)[O-])c(C)c1 | -5.0% | 2
CCc1ccc(NC(=O)CC2C(=O)NCCN2C(=S)Nc2ccccc2)cc1 (stereo unspecified) | 3.4% | -5
COc1cccc(CN=c2c([N+](=O)[O-])nn(-c3ccccc3C)n2O)c1 | -3.4% | 3
CN(C)S(=O)(=O)c1cccc(NC(=O)c2cc3ccccc3o2)c1 | -0.6% | nt
CCCS(=O)(=O)N1CCN(Cc2ccco2)CC1 | -1.4% | 2
CCN(CC)c1ccc(NC(=O)COC(=O)CCC(=O)c2ccc(F)cc2)cc1 | -3.7% | -6
COc1ccc(C2CC(c3ccccc3)=NN2c2ccc(/C=N/NC(=O)c3ccncc3)cc2)cc1 (stereo unspecified) | -3.6% | -7
COc1cccc(C2/C(=C(/O)c3ccccc3)C(=O)C(=O)N2Cc2ccco2)c1 (stereo unspecified) | -2.5% | 6
Cc1ccc2c(c1)C=CC(C)(C)S2(=O)=O | 7.1% | 5
Cc1cc(NC(=S)NC(=O)c2ccccc2)ccc1-c1cc2ccccc2oc1=O | 10% | -3
COc1ccc(-c2[nH]ncc2CN2CCC(N3CCSCC3)CC2)cc1F | 2.6% | -13
O=C(N/N=C/C=C\c1ccccc1[N+](=O)[O-])c1cc(-c2ccccc2)nc2ccccc12 | 6.6% | 11
CCOC(=O)N1CCN(C(=O)c2ccccc2Oc2ccccc2)CC1 | 1.2% | nt
CC(=NCCCO)c1c(O)n(Cc2ccccc2)c(=O)[nH]c1=O | -3.6% | nt
CCC(=O)Nc1cc(Cl)ccc1N1CCN(C(=O)CC)CC1 | 0.3% | -8
COc1cc(SC)ccc1C(=O)Nc1ccc(Br)cn1 | 3.2% | 8
COC(=O)/C=C1\SC(=Nc2ccc(Cl)c(Cl)c2)NC1=O | -0.2% | 9
COc1ccc(C(C)=O)cc1CSc1nnc(C)n1-c1ccccc1 | 1.6% | -7
COc1cc(N)ccc1NC(=O)c1cccs1 | 4.5% | nt
Cc1ccnc(N2C(=O)c3ccccc3C2Nc2ccccc2Cl)c1 (stereo unspecified) | 0.8% | -8
Cc1ccc(C)c(N2CCN(CC3CC=CCC3)CC2)c1 (stereo unspecified) | -5.3% | 8
CNC(CC(=O)c1ccc([N+](=O)[O-])cc1)C(Cl)(Cl)Cl (stereo unspecified) | -5.4% | nt

Arranged by molar mass (rising): part of the list above
SMILES | GlmU inhibition | Mtb RmlCD inh
COc1cc(N)ccc1NC(=O)c1cccs1 | 4.5% | nt
CCCS(=O)(=O)N1CCN(Cc2ccco2)CC1 | -1.4% | 2
Cc1ccc(C)c(N2CCN(CC3CC=CCC3)CC2)c1 (stereo unspecified) | -5.3% | 8
CC(=NCCCO)c1c(O)n(Cc2ccccc2)c(=O)[nH]c1=O | -3.6% | nt
CCC(=O)Nc1cc(Cl)ccc1N1CCN(C(=O)CC)CC1 | 0.3% | -8
CNC(CC(=O)c1ccc([N+](=O)[O-])cc1)C(Cl)(Cl)Cl (stereo unspecified) | -5.4% | nt
COC(=O)/C=C1\SC(=Nc2ccc(Cl)c(Cl)c2)NC1=O | -0.2% | 9
Cc1ccnc(N2C(=O)c3ccccc3C2Nc2ccccc2Cl)c1 (stereo unspecified) | 0.8% | -8
COc1ccc(C(C)=O)cc1CSc1nnc(C)n1-c1ccccc1 | 1.6% | -7
COc1cccc(C2/C(=C(/O)c3ccccc3)C(=O)C(=O)N2Cc2ccco2)c1 (stereo unspecified) | -2.5% | 6
COc1ccc(-c2[nH]ncc2CN2CCC(N3CCSCC3)CC2)cc1F | 2.6% | -13
CCN(CC)c1ccc(NC(=O)COC(=O)CCC(=O)c2ccc(F)cc2)cc1 | -3.7% | -6
Cc1cc(NC(=S)NC(=O)c2ccccc2)ccc1-c1cc2ccccc2oc1=O | 10% | -3
O=C(N/N=C/C=C\c1ccccc1[N+](=O)[O-])c1cc(-c2ccccc2)nc2ccccc12 | 6.6% | 11
COc1ccc(C2CC(c3ccccc3)=NN2c2ccc(/C=N/NC(=O)c3ccncc3)cc2)cc1 (stereo unspecified) | -3.6% | -7

More entries:
SMILES | GlmU inhibition | Mtb RmlCD inh
C[n+]1ccc(C(=O)NCCC[N+](C)(C)C)cc1/C=N/O | 3.4% | -10
O=C(Nc1cn(-c2ccccc2)nc1-c1ccc(Cl)cc1)c1ccccc1 | 1.6% | 56
CCN(CC)CCCNC(=O)C1c2ccccc2C(=O)N(CCOC)C1c1ccc(F)cc1 (stereo unspecified) | -0.8% | -9
CCCCNC(=O)COC(=O)CCC(=O)c1ccc(Cl)cc1 | -6.3% | -1
CC(Oc1ccc(Cl)cc1Cl)c1ccn[nH]1 (stereo unspecified) | -0.2% | 8
COc1ccc(CCCC(=O)NC(C)c2ccccc2)cc1 (stereo unspecified) | 4.6% | -10
S=C(NCC1CCCO1)NC1CCCC1 (stereo unspecified) | 1.6% | -4
O=C(Nc1ccccc1)C1=C[C@H](c2ccccc2)C[C@H](OCCCCO)O1 | 1.1% | nt
C[N+]1(CC2COC(c3ccco3)O2)CCCCC1 (stereo unspecified) | 3.2% | 8
COc1cc2c(cc1OC)CN(C(=O)CSc1n[nH]c(N)n1)CC2 | 1.8% | nt
COc1cccc(CNC(=O)CCC2CCCN(c3cc(C)nc(N)n3)C2)c1 (stereo unspecified) | -6.0% | -5
O=c1nc2n(c3sc4c(c13)CCCC4)C(CBr)CS2 (stereo unspecified) | -0.1% | 1
COc1ccc(OC)c(C(=O)CSc2nnc(Cc3cccs3)n2CCc2ccccc2)c1 | -4.1% | 13
Cn1nc(C(=O)NCCN2CCOCC2)c2ccccc2c1=O | 4.5% | -7
Cc1ccc(-c2cc(C(=O)NN=C3CCCC3)c3ccccc3n2)cc1 | -0.9% | nt
C[C@]12CC[C@@H]3c4ccc(O)cc4CC[C@H]3[C@@H]1CCC2=O | 1.3% | nt
COc1ccc(NC(=O)CN(c2cc(C)cc(C)c2)S(=O)(=O)c2c(C)noc2C)cc1OC | -1.5% | 6
c1nc2nc3c(c(N4CCOCC4)n2n1)CCCC3 | 1.2% | nt
COc1ccc(NC(=O)CSc2nnc(Cc3cccn3C)n2-c2ccc(F)cc2)cc1 | 0.4% | 6
C=CCOC(=O)C1=C(C)NC(SC)=C(C#N)C1c1cccs1 (stereo unspecified) | 0.5% | 12
COc1ccc(-c2ccc3ccccc3n2)cc1OC | 2.2% | 4
C=CCn1c(CNc2ccc(C)cc2)nnc1SCC(=O)N/N=C/c1ccc(O)cc1 | 0.4% | 6
CC(C)Nc1nc(NC(C)C)nc(C(N)=O)n1 | 2.1% | nt
Cc1ccc2nc3c(nc2c1)-c1ccccc1C3=O | 2.2% | -5
CC(=O)NC(NC(=S)Nc1ccc(N=Nc2ccccc2C)cc1C)C(Cl)(Cl)Cl (stereo unspecified) | -5.3% | 9
S=P(Nn1cnnc1)(c1ccc(Br)cc1)c1ccc(Br)cc1 | -3.7% | 67
Nn1cc(-c2ccccc2)nc1SCC(=O)Nc1ccc(S(N)(=O)=O)cc1 | -11% | -10
c1ccc(-c2ccc(-c3cnc4n3CCCCC4)cc2)cc1 | -9.9% | 13
CCn1c(=O)c2cc(S(=O)(=O)NCCOc3ccccc3)ccc2n(CC)c1=O | 11% | 8
CC(C)(C)NC(=O)CC1C(=O)NCCN1Cc1c(F)cccc1Cl (stereo unspecified) | -1.9% | 2
COC(=O)c1nnn(-c2nonc2N)c1-c1cccs1 | -2.3% | 12
Cc1ccc(C)c(NC(=O)C(Sc2ncnc3ccccc23)c2ccccc2)c1 (stereo unspecified) | -6.3% | 2
Cc1ccc(CCNC(=O)C2CCN(c3nn4c(=O)cc(C)nc4s3)CC2)cc1 | -0.6% | -5
CCn1c(=S)sc2nc(C)sc21 | 4.2% | nt
Cc1cc(-c2n[nH]c(=S)n2/N=C/c2sccc2C)n[nH]1 | 3.7% | -7
CC(=O)Oc1cc(C(C)C)c(OCCN(C)C)cc1C | -0.8% | nt
CCOC(=O)c1ccc(NC(=O)N2CCN(C(=O)C3CCCO3)CC2)cc1 (stereo unspecified) | 7.3% | 10
Cc1nn(C)c(C(=O)Nc2ccn(C34CC5CC(CC(C5)C3)C4)n2)c1[N+](=O)[O-] | 2.1% | 0
CCCc1nc(C)c2c(=O)[nH]c(-c3cc(S(=O)(=O)N4CCN(CC)CC4)ccc3OCC)nn12 | 2.0% | nt
COc1ccc(/C=N\NC(=S)SCN2C(=O)C3CCC(C)(C2=O)C3(C)C)cc1 (stereo unspecified) | 1.5% | nt
COc1cccc(/C=C/C(=O)NCc2ccc(S(N)(=O)=O)cc2)c1 | -3.1% | -2
CNC(=O)c1ccc2snnc2c1 | 1.6% | 15
CCc1c(C)nc2[nH]nc(NC(=O)C(F)(F)F)n2c1=O | 2.9% | 8
CCC1=C(OC(=O)N(CC)CC)N2C(=O)OC(=NCCc3c[nH]c4ccccc34)[C@]2(C)[C@H]2C1=CC[C@H]1C(=O)N(CC)C(=O)[C@H]12 | 1.5% | nt
CNc1nc(NC)nc(-n2c(C(F)(F)F)nc3ccccc32)n1 | 1.2% | 14
O=C(Nc1ncn[nH]1)C(F)(F)C(F)F | 1.2% | 45
COc1ccc(-n2cnnc2SCC(=O)Nc2cccc([N+](=O)[O-])c2)cc1 | 3.9% | 5
C=CCc1ccccc1OCC(=O)N/N=C/c1ccccc1OCC | 6.3% | nt
CCOc1ccc(-c2nc(C#N)c(NCC(C)C)o2)cc1 | 1.9% | 4
COc1c(Cl)cc(Cl)cc1C(=O)Nc1ccc(C(=O)O)cc1 | 2.0% | -9
O=C(/C=C/c1cccc2ccccc12)NCCC1=CCCCC1 | nt | 5
CC(CC(=O)Nc1cccnc1)c1ccccc1 (stereo unspecified) | -3.2% | 8
CCOP(=S)(OCC)Oc1cc(C)oc(=O)c1 | 3.0% | -13
O=C(CCn1c(=O)sc2ccccc21)NCCC1=CCCCC1 | 3.5% | nt
Nc1nc2ccc([N+](=O)[O-])cc2[nH]1 | 1.2% | 2
Cc1cccc(NC(=O)NNC(=O)c2cc3ccccc3cc2O)c1C | 2.9% | 3
Cn1c(N)c(N=Nc2ccc(S(N)(=O)=O)cc2)c(=O)n(C)c1=O | 6.6% | -6
O=C(O)c1ccc(N/N=C/c2cc3cc4c(cc3nc2Cl)OCCO4)cc1 | 4.5% | -23
N#Cc1ccc(NC(=O)CCc2nc3ccccc3s2)cc1 | 2.9% | nt
COc1cccc(C2C(C#N)=C(N)SC(c3ccccc3)C2[N+](=O)[O-])c1 (stereo unspecified) | -3.3% | 10

Next section.
SMILES | GlmU inhibition | Mtb RmlCD inh
Cc1cc(NC(=O)c2c(F)cccc2Cl)no1 | 1.7% | -2
Cn1ncc2c(NNC(=O)Cc3cccc4ccccc34)ncnc21 | -1.5% | -4
Cc1ccc(C(=O)NCCc2cccs2)cc1 | -7.7% | 9
COC(=O)CSc1nc(-c2ccc(F)cc2)cc(C(F)(F)F)n1 | 0.9% | nt
CCSc1nc2ccccc2c(=O)n1-c1c(C)n(C)n(-c2ccccc2)c1=O | -2.1% | 1
CCN1CCN(C(=O)CCc2nnc(CCCCc3ccccc3)o2)[C@@H](C)C1=O | 1.6% | -6
Cc1ccc(-c2nnc(SCC(=O)N3CCCC3)o2)cc1C | -0.9% | 33
CC(=O)Nc1ccc(SCC(=O)Nc2ccc(Cl)cn2)cc1 | 2.0% | -1
CCc1nnc(NC(=O)C2CCCN(S(=O)(=O)c3ccccc3)C2)s1 (stereo unspecified) | 0.4% | 12
CC1NCCC2(O)CCCCC12 (stereo unspecified) | -8.8% | 9
Cc1ccc(S(=O)(=O)N2CCN(C(=O)c3ccc(Cl)nc3)CC2)cc1 | 0.1% | 0
CCOc1ccc(/C=N/Nc2nc(N3CCCC3)nc(N3CCCC3)n2)cc1OC | 0.6% | nt
O=c1[nH]c(-c2ccccc2O)nc2c1CCCC2 | -0.6% | nt
Cc1ccc(NS(=O)(=O)c2ccc3[nH]c(=O)[nH]c3c2)c(C)c1 | 2.5% | 9
O=C(C[n+]1ccccc1)Nc1cc(C(F)(F)F)ccc1Cl | 0.6% | 5
c1ccc(-c2nnc(-c3ccccc3)o2)cc1 | -4.5% | nt
CCC(=O)c1ccc(OCCSc2ncccn2)cc1 | 3.7% | nt
CC(C)(C)C(=O)Nc1sc2c(c1C(=O)Nc1ccccn1)CCCC2 | -5.9% | 5
CC1(C)CC2(CCO1)C(Nc1ccccc1)=NC(=S)N2CC(N)=O (stereo unspecified) | -5.8% | 6
Cc1ccc(S(=O)(=O)Nc2ccc(N3CCOCC3)nc2)cc1 | -5.2% | 9
CC(=O)N/C(=C/c1ccc2c(c1)OCO2)C(=O)Nc1ccccc1 | 1.1% | nt
CCCCNC(=O)C(Sc1ccccc1)c1ccccc1 (stereo unspecified) | 4.5% | 8
c1ccc(CN2CCOCC2)cc1 | 1.1% | nt
C/C(=N\NC(=O)CNC(=O)c1ccncc1)c1ccc(C)cc1 | -3.8% | 6
COc1cc(NC(=O)c2ccc(-c3ccc(Br)cc3)o2)ccc1NC(=O)C(C)C | 1.0% | 7
CC(C)Oc1ccc(C(=O)NC2(C(F)(F)F)NC(=O)N(CCCc3ccccc3)C2=O)cc1 (stereo unspecified) | -2.9% | -13
O=C(CC1SC(=NCCc2ccccc2)N(/N=C/c2cccs2)C1=O)Nc1ccc(Cl)cc1 (stereo unspecified) | -4.4% | -7
CNC(=S)c1cc(C(C)(C)C)c(O)c(C(C)(C)C)c1 | 8.2% | -6
COc1ccc(C2/C=C\CN(C(=O)c3ccc(C)cc3)[C@H](Cc3ccccc3)C(=O)N2Cc2ccc(F)cc2)cc1 (stereo partly specified) | 0.2% | nt
CCOC(=O)N/N=C/c1cc(C)n(-c2cccc3ccccc23)c1C | 1.5% | -13
O=C(c1ccc(Cl)cc1)c1cc([N+](=O)[O-])ccc1N1CCOCC1 | -1.0% | 7

A portion of the library. The share of hits here may be higher or lower than overall.
